TRPV1 ag: activates the human vanilloid receptor TRPV1; AID 540275; Q8NER1; TRPV1-expressing cells, Fluo-8 calcium influx, agonist mode; activation, % at 8.33 µM; 320,000 tested, 0.19% active; in the data active = activation above about 80%; inconclusive = between about 30% and that limit; note: 0% is about no effect
Target sequence (Q8NER1 whole entry, looked up): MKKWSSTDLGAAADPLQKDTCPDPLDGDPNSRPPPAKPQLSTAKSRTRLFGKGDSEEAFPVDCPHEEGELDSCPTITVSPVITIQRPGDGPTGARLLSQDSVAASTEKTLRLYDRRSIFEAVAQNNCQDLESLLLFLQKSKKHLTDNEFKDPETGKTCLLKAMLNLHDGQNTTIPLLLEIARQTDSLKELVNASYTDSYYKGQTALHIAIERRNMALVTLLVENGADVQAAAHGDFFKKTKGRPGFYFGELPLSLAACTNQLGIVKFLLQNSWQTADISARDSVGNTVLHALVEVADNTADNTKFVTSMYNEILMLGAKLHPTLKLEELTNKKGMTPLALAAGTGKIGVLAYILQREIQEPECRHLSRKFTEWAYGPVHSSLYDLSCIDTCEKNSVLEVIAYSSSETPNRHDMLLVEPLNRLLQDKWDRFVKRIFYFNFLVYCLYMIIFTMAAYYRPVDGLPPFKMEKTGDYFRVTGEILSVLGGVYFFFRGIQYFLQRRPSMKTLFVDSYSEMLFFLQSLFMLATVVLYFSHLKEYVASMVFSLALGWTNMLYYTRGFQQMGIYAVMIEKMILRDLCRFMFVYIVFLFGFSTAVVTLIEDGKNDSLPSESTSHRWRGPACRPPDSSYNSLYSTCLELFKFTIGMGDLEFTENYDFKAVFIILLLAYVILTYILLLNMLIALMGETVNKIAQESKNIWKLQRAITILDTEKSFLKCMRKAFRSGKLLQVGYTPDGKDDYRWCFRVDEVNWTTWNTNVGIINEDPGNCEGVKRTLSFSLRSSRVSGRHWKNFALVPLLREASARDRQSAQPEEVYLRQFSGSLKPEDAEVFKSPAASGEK
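TRPV1-expressing cells were cultured overnight at 35.5C and loaded with Fluo-8 calcium dye for 40 to 90 min at room temperature. After a 10 s baseline, compound was added and calcium influx was read kinetically for 3 min (ex 480/em 520 nm).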
TCR activator: activators of T cell receptors | primary human leukocytes, anti-CD3, IL-2 HTRF, 48 h | Potency, µM (doses to about 9.22 µM), without a hit: top-dose activation of IL-2 secretion, most hits filed as activators | 330,000 tested, under 10 active; note: % of control where 0% means no effect
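Using a-CD3 beads without co-stimulation, primary human leukocytes were exposed to compounds for 48 hr. An HTRF IL-2 kit measured the cytokine, with europium-to-d2 energy transfer producing emission at 665nm upon 320nm excitation.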
hERG WT inh: inhibitors of human wildtype KCNH2 potassium channel; activity change, % at 1.84 µM; U2OS, BacMam KCNH2, thallium flux FluxOr; active compounds read low; AID 720551; Q12809; 340,000 tested, 0.37% active;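 active = maximum activity change below -70%; inconclusive = maximum activity change between -70% and -50%; inactive = maximum activity change above -50%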; note: % is set by controls: 0 for no effect and ±100 for the full control effect
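U2OS cells transduced with wild-type KCNH2 virus are loaded with FluxOr dye for 45 min, and thallium flux is measured in kinetic reads before and after stimulation buffer. Rate constants are normalized to DMSO controls.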
Eya2 inh: blocks the phosphatase activity of human Eya2 | Potency, µM (series often up to 76.9 µM), for inactives: at the top dose activity, negative = inhibition, actives largely listed as inhibitors | AID 488837 | 330,000 tested, 0.006% active | O00167 | recombinant Eya2, OMFP fluorescence dephosphorylation (OMFP is methylfluorescein phosphate); note: potency is the fitted concentration of half-maximal effect; % is set by controls: 0 for no effect and ±100 for the full control effect
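Eya2 protein (added as 0.2 uM solution) was preincubated with compound for 10 min at ambient temperature in 50 mM HEPES pH 7.5, 50 mM NaCl, 5 uM MgCl2, 0.05% BSA, 1 mM DTT. OMFP (added at 50 uM) then reacted 10 min; fluorescence read at 485/525 nm.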
A-T KAP1 phos: potential ataxia-telangiectasia treatments restoring KAP-1 phosphorylation | […] A-T fibroblasts, KAP-1 phosphorylation AlphaLISA; neocarzinostatin DNA damage 30 min before lysis | Potency, µM (top dose mostly 57.5 µM), without a hit: at the top dose activation, most hits filed as activators | 320,000 tested, 0.19% active | AID 485349; note: potency is the fitted concentration of half-maximal effect; % of control where 0% means no effect; nearly all actives have a fitted effect of over 45% in size
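ATM-like activity read as KAP-1 phosphorylation via AlphaLISA donor/acceptor antibody pairs after lysis and 6 hr at 25C. Cells were ATM-null patient fibroblasts ([…], hTERT), dosed 60 min, then exposed to the DSB inducer NCS for 30 min.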
Mito fusion act: blocks mitochondrial division or promotes mitochondrial fusion; S. cerevisiae fusion-defective mutant growth rescue, CellTiterGlo 48 h; AID 485298; Potency, µM (titrated, usually from 46.1 µM), without a hit: at the top dose growth rescue (activation), hits mostly activators; 320,000 tested, 0.23% active;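 note: potency is the fitted concentration of half-maximal effect; % of control where 0% means no effect; nearly all actives have a fitted effect of over 45% in size; temperature-sensitive fusion mutants such as fzo1-1 at 37 °C on non-fermentable ethanol glycerol medium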
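Growth-rescue viability read-out: after 48 h at the non-permissive 37C in glycerol/ethanol YPEG, yeast mitochondrial fusion mutants are measured by CellTiterGlo luminescence; compounds (23 nl pinned per well) restoring growth score as division inhibitors or fusion activators.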
USP2a inh: inhibitors of human ubiquitin-specific protease USP2a | Potency, µM (doses to about 38.3 µM), for the others: at the highest dose activity change, negative = inhibition, hits mostly inhibitors | O75604 | 330,000 tested, 0.01% active | USP2 core, Ub-CHOP2 coupled fluorogenic reporter, 485/531;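 note: potency is the fitted concentration of half-maximal effect; plate controls were DMSO wells for no effect and full inhibition by NEM control for full effect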
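Deubiquitinase activity read as fluorescence (485/531 nm) after Ub-CHOP2 cleavage activates the enterokinase reporter on its substrate; USP2 core 10nM, Ub-CHOP2 and substrate 25nM each, 30min compound preincubation then 60min RT; data normalized to NEM, curves fitted.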
KCNH2 3.1 block: inhibitors of human KCNH2 3.1 potassium channel isoform. U2OS KCNH2 3.1, thallium flux FluxOr; active compounds read low. activity change, % (tested at about 1.8 µM). 340,000 tested, 0.95% active. AID 720553;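 active = maximum activity change below -70%; inconclusive = maximum activity change from -70% to -50%; inactive = maximum activity change above -50%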;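 note: thallium influx rate constant from kinetic fluorescence after stimulation buffer; % is set by controls: 0 for no effect and ±100 for the full control effect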
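Kinetic fluorescence (2 min after stimulation buffer) measures Tl+ influx through KCNH2 3.1 expressed by viral transduction in U2OS cells; the rate constant is normalized against DMSO controls serving as positive and negative references.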
ELG1 repair inh: blocks ELG1-dependent DNA repair in HEK293T cells; HEK293T ELG1-luciferase reporter, luminescence, 16 h; DNA damage induced by 5-fluorouridine; Potency, µM (titrated, usually from 46.1 µM), inactives show at the highest dose activity change, negative = inhibition, usual class: inhibitors; 330,000 tested, 2.3% active; AID 504467; note: potency is the fitted concentration of half-maximal effect; % is set by controls: 0 for no effect and ±100 for the full control effect; nearly all actives have a fitted effect of over 55% in size
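Overnight (16 hr) co-exposure of 2,000 cells/well to 5-fluorouridine and compound at 37 °C preceded detection. Luciferase was quantified via ONE-Glo luminescence; loss of signal denotes inhibition.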
TSHR antag: blocks TSH signaling through the human TSH receptor; P16473; TSHR-expressing cells, TSH-stimulated cAMP HTRF, 2 h; active compounds read low; activity change, negative = inhibition, % at 11.5 µM; 330,000 tested, 0.2% active; AID 504810;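 active = activity change below a set negative limit, meaning inhibition stronger than a set level, cut at about -70% in these data; inconclusive = activity change between two set negative limits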; note: % is set by controls: 0 for no effect and ±100 for the full control effect
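Read-out is FRET at 665 nm (cryptate excitation 337 nm) from a cryptate-tagged anti-cAMP antibody, competed by cell cAMP against cAMP-d2. Compounds are tested on freshly harvested TSHR cells challenged with 4nM TSH (EC80) for 2 hours at 37 deg C.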
Starred values were filed as active, the others as inactive; ? = inconclusive; . = not tested or not shown; [ ] = another dose, or the depositor's remark. Unless noted, calls come from the whole dose curve; as a rule, active = well fitted curve in the direction sought with a large enough effect; inconclusive = small, poorly fitted or top-dose-only effect, or another doubt; inactive = no such curve, though single readings can be large; an effect the other way counts as inactive or inconclusive.

Start of the data: the first six records, to show the layout:
SMILES	TRPV1 ag	TCR activator	hERG WT inh	Eya2 inh	A-T KAP1 phos	Mito fusion act	USP2a inh	KCNH2 3.1 block	ELG1 repair inh	TSHR antag
CN(CC(=O)Nc1ccc(Cl)c(C(F)(F)F)c1)C(=O)c1cc(-c2ccncc2)nc2ccccc12	2	3%	2	13%	1%	11%	-1%	-9	?	4
CC(C)CCn1cnc2c(cnn2-c2ccc(Cl)cc2)c1=O	17	1%	-3	5%	-1%	-1%	-2%	2	14%	-7
Oc1[nH]c2ccc(Br)cc2c1N=Nc1nn[nH]n1	-4	3%	-1	-5%	2%	2%	4%	-5	-7%	1
O=C(COc1ccc2ccccc2c1)NNC(=O)Cc1cccc2ccccc12	-1	3%	-20	-7%	1%	3%	-1%	-6	24%	7
COc1cccc(C(=O)Nc2ccc(NC(=O)C3C4C=CC(C4)C3C(=O)O)cc2)c1 (stereo not drawn)	-1	15%	4	6%	20%	-1%	2%	2	?	8
Nc1ccc2cn[nH]c2c1	-3	2%	18	-1%	18%	1%	-4%	19	6%	5

All compounds of this part, previewed entries included:
SMILES	TRPV1 ag	TCR activator	hERG WT inh	Eya2 inh	A-T KAP1 phos	Mito fusion act	USP2a inh	KCNH2 3.1 block	ELG1 repair inh	TSHR antag
CN(CC(=O)Nc1ccc(Cl)c(C(F)(F)F)c1)C(=O)c1cc(-c2ccncc2)nc2ccccc12	2	3%	2	13%	1%	11%	-1%	-9	?	4
CC(C)CCn1cnc2c(cnn2-c2ccc(Cl)cc2)c1=O	17	1%	-3	5%	-1%	-1%	-2%	2	14%	-7
Oc1[nH]c2ccc(Br)cc2c1N=Nc1nn[nH]n1	-4	3%	-1	-5%	2%	2%	4%	-5	-7%	1
O=C(COc1ccc2ccccc2c1)NNC(=O)Cc1cccc2ccccc12	-1	3%	-20	-7%	1%	3%	-1%	-6	24%	7
COc1cccc(C(=O)Nc2ccc(NC(=O)C3C4C=CC(C4)C3C(=O)O)cc2)c1 (stereo not drawn)	-1	15%	4	6%	20%	-1%	2%	2	?	8
Nc1ccc2cn[nH]c2c1	-3	2%	18	-1%	18%	1%	-4%	19	6%	5
CCOc1ccccc1NC(=O)Cn1cnc2c(cnn2-c2ccc(C)c(C)c2)c1=O	3	3%	4	-1%	.	0%	-1%	-18	0%	2
CC(=O)Nc1ccccc1C(=O)N1CCN(Cc2ccccc2)CC1	3	-2%	.	7%	4%	4%	1%	8	8%	2
O=C(CN1C(=O)NC2(CCc3ccccc32)C1=O)Nc1cc(C(F)(F)F)ccc1N1CCOCC1 (stereo not drawn)	8	-9%	-3	3%	7%	2%	2%	-10	4%	2
O=C(c1ccsc1)N1CCN(C(=O)c2cccs2)CC1	3	-6%	-6	-28%	-3%	-4%	1%	5	24%	4
Cc1ccc(Nc2nnc(SCC(=O)NCc3ccco3)s2)cc1	3	-4%	3	7%	6%	-9%	-12%	0	7%	-14
COc1cccc(NC(=O)C(C)OC(=O)c2n[nH]c3ccccc23)c1 (stereo not drawn)	-2	-30%	-13	3%	8%	0%	-1%	2	3%	-19
Cc1csc(NC(=O)c2sc3nc(-c4cccs4)ccc3c2N)n1	14	-7%	1	28%	21%	11µM*	4%	9	?	-35
Cc1[nH]c2ccc(C(=O)NCc3ccccn3)cc2c1C	-3	-3%	11	2%	2%	5%	1%	-7	?	-6
CCn1ccnc1CN(C)C(=O)CCc1nnc(CCC2CCCCC2)o1	23	-6%	-6	1%	1%	-1%	2%	8	?	-23
C=C(C)COc1ccc(-c2nc(N)ncc2-c2ccc(Cl)cc2)c(O)c1	8	-2%	-13	-14%	28%	-97%[inhibitor]	3%	-9	-11%	-7
CO/N=C/c1c(-c2ccccc2)nn(C)c1Cl	4	-27%	10	9%	4%	2%	5%	17	0%	-4
CC(C)(Cc1ccc(O)cc1)NC(=O)CC(=O)N=Nc1c(O)[nH]c2cc(Br)ccc12	-4	2%	.	-7%	4%	-4%	-5%	35	?	-15
Cc1ccc(-c2ccc(CCC(=O)O)n2-c2ccc(O)cc2)cc1	-1	-1%	6	9%	-5%	3%	0%	9	1%	-2
Cn1c(N)c(C(=O)c2cc(-c3ccncc3)nc3ccccc23)c(=O)n(C)c1=O	6	-5%	0	-11%	14%	-9%	0%	-12	?	6
c1ccc2nc(-c3ccc(-n4ccnc4)cc3)ccc2c1	3	2%	.	-14%	-1%	-7%	3%	13	?	-11
COc1cc2cc(CCCOC(=O)c3cc(OC)c(OC)c(OC)c3)oc(=O)c2cc1OC	.	-4%	-7	6%	1%	.	4%	-3	?	-9
O=C(NNC(=S)NCc1ccccc1)c1ccc2c(c1)OCO2	14	-8%[46.1 µM]	1	0%	-6%	-3%	1%	18	8%	18
O=C(COC(=O)Cc1ccc(F)cc1)NCCc1ccccc1	?	2%	-13	-3%	-5%	4%	0%	-6	10%	4
COC(=O)/C(=C1/Oc2cc3c(cc2S1)OCO3)C(F)(F)F	-7	.	-14	4%	-1%	0%	4%	3	?	-6
CC1(C)Cc2nc3oc4c(NCc5ccccc5)ncnc4c3cc2CO1	5	-20%	-1	-3%	5%	?	2%	-2	12%	-12
Nc1c(-c2ccccc2)c(CN2CCOCC2)nn1-c1ccccc1	14	-3%[46.1 µM]	.	3%	-2%	-10%	6%	12	-2%	-3
CC(=O)c1ccc(S(=O)(=O)N2CCC(NC(=O)Nc3cccc(F)c3)CC2)cc1	9	1%	7	-6%	7%	6%	-1%	-1	-10%	-7
CC1(C)Oc2ccc3ccc(=O)oc3c2C(N2CCCCC2)C1O (stereo not drawn)	-3	3%	-8	-5%	-11%	-3%	3%	5	17%	18
Clc1cc(Cl)cc(C2=NCCC(c3ccccc3)O2)c1 (stereo not drawn)	3	.	.	-2%	?	0%	3%	.	5%	3

2 of these compounds in a different format.
SMILES | TRPV1 ag | TCR activator | hERG WT inh | Eya2 inh | A-T KAP1 phos | Mito fusion act | USP2a inh | KCNH2 3.1 block | ELG1 repair inh | TSHR antag
CC1(C)Oc2ccc3ccc(=O)oc3c2C(N2CCCCC2)C1O (stereo not drawn) | -3 | 3% | -8 | -5% | -11% | -3% | 3% | 5 | 17% | 18
Clc1cc(Cl)cc(C2=NCCC(c3ccccc3)O2)c1 (stereo not drawn) | 3 | . | . | -2% | ? | 0% | 3% | . | 5% | 3

Other structures follow.
SMILES	TRPV1 ag	TCR activator	hERG WT inh	Eya2 inh	A-T KAP1 phos	Mito fusion act	USP2a inh	KCNH2 3.1 block	ELG1 repair inh	TSHR antag
Cc1c(C#N)c2ncn(CC#N)c(=O)c2n1-c1ccccc1	1	2%	-6	-9%	2%	-4%	2%	7	1%	3
O=C(CN1CCCCCCC1)N/N=C/c1ccccc1F	13	1%[46.1 µM]	0	-4%	-13%	4%	-3%	10	9%	11
Cc1cc(C(=O)N/N=C\c2cc(C(C)(C)C)c(O)c(C(C)(C)C)c2)n[nH]1	?	4%	4	-11%	0%	-2%	-1%	-3	-19%	6
Brc1ccccc1-c1nnc(COc2ncnc3ccccc23)o1	-1	0%	1	-3%	1%	-5%	7%	-10	-6%	-2
COC(=O)c1sc(N)c(C(=O)OC)c1COC(=O)CCNS(=O)(=O)c1ccc(C)cc1	2	-1%[46.1 µM]	-2	-4%	5%	-1%	1%	-5	10µM*	-1
COc1ccc(C(=O)NC(=S)N2CCOCC2)cc1Br	-4	-16%	1	0%	-3%	-6%	-1%	3	18%	-12
COc1ccc(OCC(=O)NNC(=O)C2CCN(c3ncnc4sc(C)c(C)c34)CC2)cc1	-5	-7%	-6	-6%	-16%	1%	0%	-4	-16%	-42
COc1ccc(/C=C/C(=O)OCC(=O)NCCC2=CCCCC2)cc1S(=O)(=O)N1CCOCC1	2	-1%	6	1%	-3%	-4%	-3%	5	-1%	-5
Cc1ccc2nc(Cn3cc(C(F)(F)F)ccc3=O)cc(=O)n2c1	-2	0%	-2	1%	7%	-4%	10%	3	14%	5
CCc1ccc(-c2nc(CN3CCC(C(=O)NCc4ccc(F)cc4)CC3)c(C)o2)cc1	17	-6%	?	12%	2%	-9%	5%	-107*	15µM*	20
COCCN(C)Cc1nc(C(c2ccccc2)c2ccccc2)no1	2	4%	13	2%	2%	0%	-1%	-5	19%	-6
O=C(NCCc1ccccc1)C1CCN(S(=O)(=O)c2ccc(-n3cnnn3)cc2)CC1	0	7%	13	1%	12%	-5%	0%	-14	14%	-8
COc1ccccc1CN1CCCC(C(=O)N(C)Cc2ccccc2)C1 (stereo not drawn)	.	6%	1	20%	-3%	1%	-2%	16	-16%	10

Screens (PubChem)

The list is partial; the hit share may differ from the screen's.
